Source: PubChem (National Center for Advancing Translational Sciences (NCATS))
Giardia killer – Small Molecules that selectively kill Giardia lamblia: qHTS. activity change, % at 7.66 µM, hits read low. Giardia lamblia trophozoite viability. actives 0.15% (n = 340,000); in the data active = activity change below about -80%; inconclusive = between about -30% and that limit;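 also: parasites exposed to compound for two days anaerobically before the ATP read; % is scaled to controls: 0 for no effect and ±100 for the full control effect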
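Giardia lamblia trophozoites (100 cells/well) were incubated with compounds for 48 h at 37 deg C under anaerobic conditions. Viability was read as ATP content by one-step luminescence after 15-30 min at room temperature.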
Rab9 prom act – qHTS Assay for Rab9 Promoter Activators; Huh7 Rab9 promoter-luciferase reporter, luminescence, 24 h; Potency, µM (top dose mostly 9.22 µM), for the others: top-dose activation, negative = inhibition, hits mostly activators; actives 2.8% (n = 320,000); AID 485297, 2010; also: potency is read from the fitted curve at half-maximal effect; % of control where 0% means no effect; nearly all actives have a fitted effect of over 60% in size
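Cell-based reporter: Huh7 stable for Rab9 promoter-driven luciferase, plated in reduced-serum medium with 10% FBS at 1500 cells/well, compound-treated 24 h at 37 °C, luminescence read after 10 min reagent.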
PKM2 activator – qHTS Assay for Activators of Human Muscle isoform 2 Pyruvate Kinase; Pyruvate kinase PKM (Homo sapiens), P14618; purified PKM2, Kinase-Glo ATP luminescence, activation; response scale: 0% is enzyme alone, no compound; Potency, µM (doses to about 57.5 µM), inactives show at the top dose activation, actives largely listed as activators; actives 0.34% (n = 260,000); AID 1631, 2009; also: potency is read from the fitted curve at half-maximal effect; % is scaled to controls: 0 for no effect and ±100 for the full control effect; nearly all actives have a fitted effect of over 55% in size
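Purified hPK-M2 (>95%) run at intermediate activity with 0.1 mM ADP and 0.5 mM PEP in 50 mM imidazole pH 7.2, KCl, MgCl2; 1 h room temperature. ATP formed read by Kinase-Glo luminescence; normalized to uninhibited and no-enzyme controls.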
Gal4-VP16 FLuc – VP16 counterscreen qHTS for inhibitors of ROR gamma transcriptional activity; Drosophila S2 Gal4-VP16 UAS-luciferase, luminescence, 20 h; Potency, µM (highest dose often 53.6 µM), for inactives: at the top dose activity, negative = inhibition, most hits filed as inhibitors; actives 3.5% (n = 310,000); AID 2546, 2010;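 also: Gal4-VP16 expression switched on by copper sulfate through the metallothionein promoter; potency is read from the fitted curve at half-maximal effect; % is scaled to controls: 0 for no effect and ±100 for the full control effect; nearly all actives have a fitted effect of over 50% in size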
NPC1 promoter act – qHTS Assay for NPC1 Promoter Activators | Huh7 NPC1 promoter luciferase reporter, 24 h | Potency, µM (doses to about 9.22 µM), without a hit: at the highest dose activation, usual class: activators | actives 2.4% (n = 320,000);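 also: potency is read from the fitted curve at half-maximal effect; % of control where 0% means no effect; nearly all actives have a fitted effect of over 60% in size; reporter is driven by a mutant NPC1 promoter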
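Compounds in DMSO were transferred onto Huh7 NPC1-luciferase reporter cells pre-incubated 2 h; after 24 h at 37 °C, Amplite reagent was dispensed and luminescence recorded 10 min later.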
BRCA1 expr up – qHTS Assay to Identify Small Molecule Activators of BRCA1 Expression; Potency, µM (titrated, usually from 46.1 µM), for inactives: top-dose activation, most hits filed as activators; MCF7-BRCA1-FFLuc reporter, luminescence, 48 h; response scale: scaled: vehicle 0%, 10 µM genistein 100%; actives 1.1% (n = 380,000); also: potency is read from the fitted curve at half-maximal effect; nearly all actives have a fitted effect of over 80% in size; some results filed as inactive show a strong effect at the top dose
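Quantitative HTS in MCF7 cells stably reporting BRCA1 expression via firefly luciferase. Compound treatment lasts 48 h at 37 °C in phenol-red free MEM. Activation is expressed relative to genistein at 10 microM and DMSO.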
RORgamma inh – qHTS for inhibitors of ROR gamma transcriptional activity | Nuclear receptor ROR-gamma (Mus musculus), P51450 | Drosophila S2 Gal4-RORgamma UAS-luciferase reporter, 20 h | Potency, µM (highest dose often 53.6 µM), without a hit: top-dose activity change, negative = inhibition, actives largely listed as inhibitors | actives 5.4% (n = 310,000) | AID 2551, 2010; also: potency is read from the fitted curve at half-maximal effect; % is scaled to controls: 0 for no effect and ±100 for the full control effect; nearly all actives have a fitted effect of over 60% in size
Target sequence (P51450 whole entry, looked up, the tested form may be a part): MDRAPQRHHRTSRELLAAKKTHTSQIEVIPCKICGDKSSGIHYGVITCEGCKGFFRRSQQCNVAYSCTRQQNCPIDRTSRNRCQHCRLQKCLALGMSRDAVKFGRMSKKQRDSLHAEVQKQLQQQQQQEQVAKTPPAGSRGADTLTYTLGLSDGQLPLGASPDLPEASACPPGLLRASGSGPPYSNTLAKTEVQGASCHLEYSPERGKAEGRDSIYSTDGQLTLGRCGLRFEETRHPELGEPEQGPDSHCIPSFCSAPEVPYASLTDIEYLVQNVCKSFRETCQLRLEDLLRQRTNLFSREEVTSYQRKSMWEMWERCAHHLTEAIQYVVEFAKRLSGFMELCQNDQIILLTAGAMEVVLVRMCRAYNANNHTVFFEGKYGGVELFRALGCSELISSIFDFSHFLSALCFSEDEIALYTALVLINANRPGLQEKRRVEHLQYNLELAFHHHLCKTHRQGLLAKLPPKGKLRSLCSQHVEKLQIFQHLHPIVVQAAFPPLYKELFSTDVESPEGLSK
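ROR gamma transcriptional activity was tracked as Gal4-UAS luciferase output in stably transfected Drosophila Schneider cells, with compound added 1 hr before 700 uM copper sulfate induction and a 20 hr ambient-temperature incubation.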
Menin-MLL TR inh – qHTS Assay for Inhibitors Targeting the Menin-MLL Interaction in MLL Related Leukemias: Competition With Texas Red Labeled MLL-derived Mutant Peptide. actives 0.23% (n = 270,000). Menin + Texas Red MLL mutant peptide, fluorescence polarization. Potency, µM (doses to about 61.6 µM), without a hit: at the highest dose FP activity change, negative = inhibition, hits mostly inhibitors; active = well fitted inhibition curve with a large enough effect in the polarisation, with a control signal flat, not every such curve was filed as active; inconclusive = small, poorly fitted or top-dose-only effect, or effect the other way, or a change in a side signal; inactive = no such curve, though single readings can be large or run the other way; the % refers to the polarisation; also: potency is read from the fitted curve at half-maximal effect; % of control where 0% means no effect; many of its hits are not listed in these tables
ELG1 genotoxic – qHTS screen for small molecules that induce genotoxicity in human embryonic kidney (HEK293T) cells expressing luciferase-tagged ELG1. HEK293T ELG1-luciferase reporter, luminescence, 16 h. Potency, µM (doses to about 46 µM), for inactives: at the highest dose activity change, positive = activation, most hits filed as activators. actives 1.3% (n = 330,000). AID 504466, 2011; also: potency is read from the fitted curve at half-maximal effect; % of control where 0% means no effect; nearly all actives have a fitted effect of over 60% in size
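Screening used a luciferase reporter fused to human ELG1 in HEK293T cells. Luminescence was read on a CCD plate imager after 16 hr exposure and 30 min ONE-Glo incubation.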
p53 reactivation – qHTS assay for re-activators of p53 using a Luc reporter. H1299 p53-A138V BP100-luciferase reporter, luminescence, 24 h. Potency, µM (top dose mostly 92.2 µM), for inactives: top-dose activity change, positive = activation, usual class: activators. actives 0.063% (n = 320,000). AID 504706, 2011; also: potency is read from the fitted curve at half-maximal effect; % of control where 0% means no effect; nearly all actives have a fitted effect of over 45% in size
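p53-null H1299 cells stably carrying temperature-sensitive p53-A138V and a BP100-luciferase reporter were pinned with compounds (4-point, 1:5 series) and held 24 hrs at 37 deg C. Luminescence was read 10 min after detection reagent.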
FLuc modulator – qHTS profiling assay for firefly luciferase inhibitor/activator using purifed enzyme and Km concentrations of substrates (counterscreen for miR-21 project) | purified FLuc, Km substrates, luminescence inhibition | actives 6.9% (n = 360,000) | Luciferin 4-monooxygenase (Photinus pyralis), P08659 | AID 588342, 2011 | Potency, µM (series often up to 57.5 µM), inactives show top-dose activity change, negative = inhibition, most hits filed as inhibitors;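 also: potency is read from the fitted curve at half-maximal effect; plate controls were vehicle for no effect and reference inhibitor for full effect; nearly all actives have a fitted effect of over 55% in size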
Target sequence (P08659 whole entry, looked up): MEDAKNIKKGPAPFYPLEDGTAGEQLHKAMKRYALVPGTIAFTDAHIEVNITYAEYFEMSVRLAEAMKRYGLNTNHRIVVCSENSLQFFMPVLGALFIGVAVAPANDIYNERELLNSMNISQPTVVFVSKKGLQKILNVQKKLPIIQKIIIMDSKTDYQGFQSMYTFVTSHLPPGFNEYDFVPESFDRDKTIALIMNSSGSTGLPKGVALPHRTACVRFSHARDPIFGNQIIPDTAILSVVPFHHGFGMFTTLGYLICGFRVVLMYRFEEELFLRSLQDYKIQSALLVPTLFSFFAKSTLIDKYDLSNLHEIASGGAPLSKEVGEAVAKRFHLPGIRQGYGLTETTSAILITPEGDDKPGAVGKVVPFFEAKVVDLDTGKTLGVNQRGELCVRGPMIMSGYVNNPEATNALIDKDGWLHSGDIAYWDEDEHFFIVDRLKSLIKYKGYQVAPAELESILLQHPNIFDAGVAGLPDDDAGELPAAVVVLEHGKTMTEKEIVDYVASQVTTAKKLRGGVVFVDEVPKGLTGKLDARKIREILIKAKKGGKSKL
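Biochemical qHTS of compounds, final roughly 60 µM downward over six points, against 10 nM purified firefly luciferase using Km concentrations of substrates (10 uM D-luciferin, 10 uM ATP) in Tris acetate pH 7.5 buffer; luminescence output.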
* = called active by the depositor; ? = inconclusive; . = not tested or not shown; [ ] = dose if it differs, or a comment. Unless noted, calls follow the shape of the dose curve; as a rule, active = well fitted curve in the direction sought with a large enough effect; inconclusive = small, poorly fitted or top-dose-only effect, or another doubt; inactive = no such curve, though single readings can be large; an effect the other way counts as inactive or inconclusive. Some of the compounds tested; rates above refer to the full screens.

Screens in order: Giardia killer	Rab9 prom act	PKM2 activator	Gal4-VP16 FLuc	NPC1 promoter act	BRCA1 expr up	RORgamma inh	Menin-MLL TR inh	ELG1 genotoxic	p53 reactivation	FLuc modulator
> CCOC(=O)C1(Nc2nccs2)Sc2ccccc2NC1=O (configuration not stated)
 : -6	-14%	-10%	-5%	-25%	-87%	0%	4%	0%	-12%	?
> CCCCNC(=O)C1CCN(Cc2ccccn2)CC1
 : -1	-3%	0%	-4%	0%	1%	-14%	-17%	2%	3%	2%
> CC1Cc2ccccc2N1C(=O)CO/N=C/c1ccccc1OC(F)F (configuration not stated)
 : -15	2%	9%	0%	-2%	-3%	21%	-17%	-3%	-2%	-9%
> CCOC(=O)c1c(N)sc(C(=O)Nc2ccc3c(c2)OCO3)c1C
 : ?	0.1µM*	-48%	5.6µM*	0.32µM*	0%	?	?	0.37µM*	.	0.43µM*
> Cc1nn(CC(=O)NCCCN2CC(C)CC(C)C2)c(=O)c2cccn12 (configuration not stated)
 : 9	-1%	.	-3%	-2%	5%	-9%	.	2%	3%	2%
> C/C(NC(=O)c1cccc(F)c1)=C1/C(=O)C[C@@H]2[C@H]1C2(C)C
 : -12	25%	12%	20%	25%	?	37%	-3%	?	?	11µM*
> CC(=O)NC(c1ccc([N+](=O)[O-])cc1)c1c(O)ccc2ccccc12 (configuration not stated)
 : -15	-4%	1%	-14%	-4%	5%	20%	?	-3%	-3%	-3%
> C=C/C(C)=C/CC1C(=C)CCC2C(C)(C(=O)O)CCCC12C (configuration not stated)
 : 2	-3%	-6%	-3%	3%	25%	14%	.	-8%	-3%	1%
> O=S(=O)(NN=C1CCCCCC1)c1ccccc1
 : 12	-1%	-1%	-4%	0%	-10%	1%	.	10%	11%	1%
> Cc1[nH]c(C)c(S(=O)(=O)N(Cc2ccccc2)C(C)(C)C)c1C(=O)N1CCCC1
 : 5	-1%	.	-18%	0%	-18%	0%	-16%	0%	-2%	1%
> O=C1CN(C(=O)CSc2nnnn2C2CC2)c2ccccc2N1
 : 2	1%	.	.	-2%	3%	.	.	-1%	-1%	4%
> CC(=O)c1c(-c2ccc(C)cc2)nc2c3ccccc3ccn12
 : -5	1%	2%	-3%	0%	-64%	-18%	-11%	-6%	1%	?
> CC(=O)N1c2ccccc2-c2nc3ccccc3n2C1C (configuration not stated)
 : -5	4%	.	1%	1%	0%	-4%	-22%	-1%	-3%	-12%
> CC(C)=CC(=O)N1CCC(N2CCC(C(=O)N3CCOCC3)CC2)CC1
 : -24	-9%	-12%	-3%	-2%	4%	-19%	8%	1%	1%	-1%
> COc1ccc(NS(=O)(=O)c2cccc(NC(=O)C34CCC(CC3)C4)c2)cc1
 : -1	-11%	-9%	?	-4%	-33%	?	14%	-8%	-4%	-3%
> c1ccc(-n2c(-c3ccco3)nnc2N2CCOCC2)cc1
 : 10	-14%	-1%	0%	-1%	9%	29%	4%	3%	-6%	1%
> COc1ccc(N(CC(=O)NCC2CCCO2)S(=O)(=O)c2ccc(C)cc2)cc1OC (configuration not stated)
 : 12	1%	2%	9%	-1%	12%	-9%	10%	3%	-1%	2%
> Fc1ccc(/C=N/Nc2nn[nH]n2)cc1
 : -24	13%	-25%	-7%	-1%	22%	-16%	3%	0%	-3%	-7%
> CC(NC(=O)Cc1ccc(NC2=NC3CS(=O)(=O)CC3S2)cc1)c1ccccc1 (configuration not stated)
 : 11	1%	-1%	1%	-3%	0%	-22%	-2%	2%	6%	0%
> CC(C1CC2CCC1C2)n1c(COc2ccccc2F)nnc1SCC(N)=O (configuration not stated)
 : 6	10%	-9%	?	-5%	-33%	37%	?	0%	-17%	-10%
> Cn1cccc1C(=O)NCc1ccccn1
 : 3	-2%	.	.	13%	3%	.	.	3%	7%	1%
> O=C(N/N=C/c1cn(-c2ccccc2)nc1-c1cccnc1)c1ccc(F)cc1
 : 9	-8%	-1%	4µM*	-2%	-24%	2.8µM*	22%	-13%	-1%	-12%
> O=Cc1sc(N2CCOCC2)nc1-c1ccccc1
 : .	9%	0%	4%	2%	.	10%	-15%	6%	-4%	-10%
> Cn1cnc2c(N3CCCCC3)nccc21
 : 2	7%	10%	26%	1%	-13%	2%	-10%	0%	5%	2%
> COC(=O)c1cc(S(=O)(=O)N2CCCC2=O)c(Cl)cc1Cl
 : -20	0%	2%	-12%	-8%	-20%	-5%	4%	?	.	-1%
> CCC(C(=O)NCc1ccc(OC)cc1)n1nc(C)n2c(cc3occc32)c1=O (configuration not stated)
 : 14	2%	2%	-3%	-6%	-15%	?	.	1%	2%	5%
> CCc1nnc2sc(-c3cc(-c4ccccc4)nc4ccccc34)nn12
 : -3	1%	1%	-4%	2%	-36%	9%	4%	0%	-5%	0%
> C/C(=N/NC(=O)c1ccccn1)c1ccc(O)cc1
 : -17	2.8µM*	-15%	-3%	3.5µM*	?	-8%	.	16µM*	11%	24µM*
> Cc1[nH]n(-c2cccc3ccccc23)c(=O)c1/C=N/NC(=O)c1cccc([N+](=O)[O-])c1
 : 10	-9%	-3%	3.5µM*	-4%	-90%	2.8µM*	?	2%	?	?
> O=C(c1ccc(Br)c(S(=O)(=O)N2CCCCC2)c1)N1CCCCC1
 : -9	6%	-5%	0%	-9%	2%	7%	-19%	-11%	1%	2%

Overlap with the part before: three entries, then new ones.
Structure | Giardia killer | Rab9 prom act | PKM2 activator | Gal4-VP16 FLuc | NPC1 promoter act | BRCA1 expr up | RORgamma inh | Menin-MLL TR inh | ELG1 genotoxic | p53 reactivation | FLuc modulator
C/C(=N/NC(=O)c1ccccn1)c1ccc(O)cc1 | -17 | 2.8µM* | -15% | -3% | 3.5µM* | ? | -8% | . | 16µM* | 11% | 24µM*
Cc1[nH]n(-c2cccc3ccccc23)c(=O)c1/C=N/NC(=O)c1cccc([N+](=O)[O-])c1 | 10 | -9% | -3% | 3.5µM* | -4% | -90% | 2.8µM* | ? | 2% | ? | ?
O=C(c1ccc(Br)c(S(=O)(=O)N2CCCCC2)c1)N1CCCCC1 | -9 | 6% | -5% | 0% | -9% | 2% | 7% | -19% | -11% | 1% | 2%
Cn1c(=O)c(=O)n(C)c2cc(S(=O)(=O)CCC(=O)Nc3ccc(C(F)(F)F)cc3)ccc21 | -8 | 0% | . | 3% | -4% | 17% | -2% | . | -1% | -1% | 3%
CCNC(=S)Nc1ccc(Cc2nc3ccccc3[nH]2)cc1 | 9 | 0% | . | 12% | -6% | -2% | -1% | 11% | -2% | -1% | -1%
C=CCC1NS(=O)(=O)OC(CCCC)C1O (configuration not stated) | 7 | -6% | 2% | -2% | 0% | 0% | -3% | -23% | -2% | . | 0%
CCC(=O)Oc1ccc(/C(CC)=C(\CC)c2ccc(OC(=O)CC)cc2)cc1 | -15 | -4% | 15% | 4% | -2% | -3% | -13% | -1% | 1% | 0% | 13%
COc1ccc(S(=O)(=O)N2Cc3ccccc3CC2C(=O)O)cc1OC (configuration not stated) | -15 | -2% | -3% | 4% | 0% | -7% | -1% | 2% | 0% | 2% | -1%
O=c1[nH]c(/C=C/c2ccccn2)nc2ccccc12 | 43[activator] | 1.6µM* | . | -10% | 1.6µM* | 27% | ? | -18% | ? | 11µM* | 19µM*
